High-throughput results: PubChem, National Center for Advancing Translational Sciences (NCATS)
IP6K1 inhibitor: Primary qHTS assay for small molecule inhibitors of Inositol hexaphosphate kinase 1 (IP6K1); IP6K1 kinase, ADP-Glo luminescence, 2 h; active compounds read low; activity change, % (series mostly up to about 58 µM); 140,000 tested, 0.81% active; Inositol hexakisphosphate kinase 1 (Homo sapiens), Q92551; AID 1645851, 2021; in the data active = activity change below about -25%
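ADP-Glo luminescence measures ADP made by human IP6K1 during a 2 h RT reaction with ATP/IP6 (mix at 1.3 mM/130 uM); top library doses 57.5 and 19.1 uM final.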
HEK cytotox: Cytotoxic Profiling in HEK 293 Cell Line of Diverse Libraries Using Quantitative High-Throughput Screening. 94,000 tested, 6.6% active. AID 1345083, 2018. HEK 293 viability, ATP luminescence (CellTiter-Glo), 48-72 h. Potency, µM (titrated, usually from 115 µM), for inactives: top-dose activity change, negative = cytotoxicity, most hits filed as inhibitors; note: potency is the fitted concentration of half-maximal effect; nearly all actives have a fitted effect of over 60% in size
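Viability of HEK 293 cells, plated at 250 cells/well, was judged by cellular ATP after compound treatment for 48 or 72 hr. Luminescence was imaged 10 min after CellTiter-Glo addition at room temperature.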
SNCA expr inh: Primary qHTS assay for inhibitors of alpha-synuclein gene (SNCA) expression | AID 1671194, 2021 | HEK-293 SNCA-luciferase knock-in, luminescence, 24 h | 140,000 tested, 0.17% active | Potency, µM (titrated, usually from 57.2 µM), inactives show at the top dose activity change, negative = inhibition, usual class: inhibitors;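 note: potency is the fitted concentration of half-maximal effect; plate controls were DMSO cells for no effect and cell-free wells for full effect; nearly all actives have a fitted effect of over 45% in size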
HEK293 viab: GF-AFC viability counterscreen for inhibitors of alpha-synuclein gene (SNCA) expression; HEK-293-SNCA-luc viability, GF-AFC fluorescence, 24 h; Potency, µM (highest dose often 57.1 µM), inactives show at the highest dose activity change, negative = cytotoxicity, usual class: cytotoxic; 150,000 tested, 0.12% active; AID 1671193, 2021;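 note: potency is the fitted concentration of half-maximal effect; 0% = DMSO-treated cells and -100% = medium-only wells without cells; nearly all actives have a fitted effect of over 30% in size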
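Cytotoxicity counterscreen: after 24 h compound treatment of genome-edited SNCA-luciferase HEK-293 cells, live-cell protease substrate GF-AFC read by fluorescence after 30 min; activity scaled between DMSO (0%) and medium-only (-100%), curves Hill-fitted.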
NIH3T3 tox: Cytotoxic Profiling in NIH 3T3 Cell Line of Diverse Libraries Using Quantitative High-Throughput Screening; NIH 3T3 viability, CellTiter-Glo ATP luminescence, 48-72 h; Potency, µM (highest dose often 96.7 µM), without a hit: at the top dose activity change, negative = cytotoxicity, actives largely listed as inhibitors; 94,000 tested, 4.3% active; note: potency is the fitted concentration of half-maximal effect; nearly all actives have a fitted effect of over 55% in size
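ATP-dependent luminescence (CellTiter-Glo) served as the viability signal for NIH 3T3 cells treated with compound for 48 or 72 hr at 37 °C.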
GPT2 inh: Primary qHTS assay for inhibitors of Glutamate pyruvate transaminase 2 (GPT2). Recombinant GPT2, coupled pyruvate oxidase/HRP Amplex Red fluorescence. Potency, µM (highest dose often 57.7 µM), for the others: at the highest dose activity change, negative = inhibition, usual class: inhibitors. 100,000 tested, 0.25% active. AID 1671188, 2021; note: potency is the fitted concentration of half-maximal effect; nearly all actives have a fitted effect of over 60% in size; many of its hits are not listed in these tables
Target sequence (Q8TD30 whole entry, looked up): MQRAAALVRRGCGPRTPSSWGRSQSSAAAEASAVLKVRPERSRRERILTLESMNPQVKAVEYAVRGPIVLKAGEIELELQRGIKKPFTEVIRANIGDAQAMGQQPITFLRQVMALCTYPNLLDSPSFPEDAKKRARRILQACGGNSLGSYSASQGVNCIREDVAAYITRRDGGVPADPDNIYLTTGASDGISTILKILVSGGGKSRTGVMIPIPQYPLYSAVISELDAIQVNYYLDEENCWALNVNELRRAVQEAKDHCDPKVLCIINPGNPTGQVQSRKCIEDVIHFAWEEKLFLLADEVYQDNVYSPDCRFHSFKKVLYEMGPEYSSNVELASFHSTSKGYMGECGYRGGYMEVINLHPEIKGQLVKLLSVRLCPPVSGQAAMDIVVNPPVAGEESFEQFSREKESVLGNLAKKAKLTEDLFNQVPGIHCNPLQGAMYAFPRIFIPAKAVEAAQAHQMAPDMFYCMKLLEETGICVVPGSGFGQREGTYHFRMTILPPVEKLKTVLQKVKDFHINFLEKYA
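GPT2 10ng/uL, a-KG 250uM, L-Ala 2mM, HEPES pH7.5 + 0.0001% Tween; 30 min RT. Then Amplex mix (PO/HRP/ThPP), 30 min RT dark, fluorescence. AOA 50uM used as positive control.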
FLuc inh: Firefly luciferase inhibition profiling of diverse chemical library using quantitative high-throughput screening; purified P. pyralis luciferase, luminescence, biochemical; Potency, µM (doses to about 115 µM), for inactives: top-dose activity change, negative = inhibition, actives largely listed as inhibitors; 76,000 tested, 2.5% active; AID 1347043, 2019; note: potency is the fitted concentration of half-maximal effect; nearly all actives have a fitted effect of over 65% in size
Target sequence (P08659 whole entry, looked up): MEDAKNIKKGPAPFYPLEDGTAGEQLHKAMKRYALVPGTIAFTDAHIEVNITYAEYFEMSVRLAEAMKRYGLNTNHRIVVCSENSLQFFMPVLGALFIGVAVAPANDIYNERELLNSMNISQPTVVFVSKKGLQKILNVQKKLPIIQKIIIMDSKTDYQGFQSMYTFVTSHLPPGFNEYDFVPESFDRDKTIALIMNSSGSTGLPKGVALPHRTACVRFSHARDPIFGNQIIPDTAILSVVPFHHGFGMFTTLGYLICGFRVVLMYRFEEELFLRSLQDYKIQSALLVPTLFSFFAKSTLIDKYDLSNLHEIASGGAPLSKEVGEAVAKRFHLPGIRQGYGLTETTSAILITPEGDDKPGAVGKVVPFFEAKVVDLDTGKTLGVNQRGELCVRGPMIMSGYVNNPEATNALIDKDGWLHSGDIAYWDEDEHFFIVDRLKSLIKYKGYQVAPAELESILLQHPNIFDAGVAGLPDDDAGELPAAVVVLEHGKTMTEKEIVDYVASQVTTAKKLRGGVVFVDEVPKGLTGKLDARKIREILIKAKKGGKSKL
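Luminescence read by CCD imaging after purified firefly luciferase (10nM final) was added to substrate buffer holding 10uM D-luciferin and 10uM ATP, pH 7.5, pre-dosed with compound.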
Starred values were filed as active, the others as inactive; i = inactive; ? = inconclusive; . = no result given; [ ] = dose if it differs, or a comment. Unless noted, calls come from the whole dose curve; as a rule, active = well fitted curve in the direction sought with a large enough effect; inconclusive = small, poorly fitted or top-dose-only effect, or another doubt; inactive = no such curve, though single readings can be large; an effect the other way counts as inactive or inconclusive. Unless noted, % is set by controls: 0 for no effect and ±100 for the full control effect. Only part of the results is shown. The share of hits here may be higher or lower than overall.

SMILES	IP6K1 inhibitor	HEK cytotox	SNCA expr inh	HEK293 viab	NIH3T3 tox	GPT2 inh	FLuc inh
CC(O)(CC(=O)O)CC(=O)OCc1ccc(O[C@@H]2O[C@H](CO)[C@@H](O)[C@H](O)[C@H]2O)cc1 (stereo not given in full)	12	.	.	6%[23.9 µM]	.	i	.
Cc1ccc(C)c(N2CCN(C(=O)c3cc(S(=O)(=O)N4CCCCCC4)cn3C)CC2)c1	25	.	?	-18%	.	.	.
CCn1cc(S(=O)(=O)N2CC(F)(F)C[C@H]2c2nnc(C)o2)cn1	2	0%	-6%	-5%	i	-9%	4%
CN(Cc1ccc(F)cc1)S(=O)(=O)c1nnc(NC(=O)c2ccccc2)s1	-1	.	23%	4%	.	.	.
CCOc1ccc(CC(=O)N[C@@H]2CN(S(C)(=O)=O)C[C@H]2CN(C)C)cc1	4	2%	-2%	2%	2%	i	6%
CCN(CC)C(=O)Cn1c(SCCOc2ccc(Cl)cc2)nc2ccccc21	8	.	38%[activator]	?	.	.	.
C[C@@]1(C(=O)O)CCC[C@@]2(C)C3=CC[C@H]4C[C@@]3(CC[C@H]12)CC4(O)CO (stereo not given in full)	14	.	.	-5%	.	-5%[27.3 µM]	.
COc1ccc(C)cc1NC(=O)Cn1c(=O)c(-c2noc(C)n2)c2n(c1=O)CCCCC2	-7	14%	-7%	-8%	-10%	-1%	6%
CC(C)[C@H]1CN(Cc2ccc(C(F)(F)F)nc2)C[C@@H]1NC(=O)CO	-7	-3%	6%	3%	-28%	i	0%
Cc1ccc(NC(=O)NCC2CCOCC2)cc1F	18	2%	60%[activator]	6%	4%	4%	-30%
O=C(Nc1ccc(Cl)cc1)NC1CCCN(c2ccc3nnc(-c4ccccc4)n3n2)C1 (stereo not given)	-6	-19%	.	.	-17%	.	.
COc1ccc(CN2CCCC3(CC(c4ccccn4)=NO3)C2)cc1 (stereo not given)	-1	-15%	13%	-8%	-18%	-4%	.
Cc1nc(CC(=O)NC(C)c2cnn(-c3ccccc3)c2C)cs1 (stereo not given)	-7	2%	4%	11%	i	-1%	-5%
Cc1ccccc1NC(=O)Cn1c(=O)n(Cc2ccc3c(c2)OCO3)c(=O)c2oc3ccccc3c21	18	.	2%	4%	.	.	.
CCOc1ccc2c(n1)CCN(C(=O)c1cc(C)nn1C)C2	10	i	-6%	-7%[12.5 µM]	-2%	i	-2%
Cc1cc(C)cc(-c2ccc(CN3CCCC(NC(=O)NC(C)C)C3)cc2)c1 (stereo not given)	5	-27%	-3%	-21%	-26%	0%	.
CC(=O)c1ccc(NC(=O)Cn2c(=O)c3cccn3c3ccccc32)cc1	-1	.	-19%	2%	.	.	.
O=C(CC1CCCC1)N1CCCC(c2noc(COc3ccccc3)n2)C1 (stereo not given)	20	?	20%	-13%[12.5 µM]	?	i	-16%
CCCN1Cc2cccc(C(=O)Nc3cc(Cl)ccc3C)c2C1=O	-12	.	21%	1%	.	.	.
O=C(Nc1ccccc1Cl)N1CCC(Oc2ncccc2C(=O)N2CCCCC2)C1 (stereo not given)	10	-20%	2%	0%	2%	i	-6%
CCOc1ccc(CC(=O)NCCn2ccn3nc(-c4cccc(OC)c4)cc3c2=O)cc1	-14	?	-2%	-7%	?	-3%	?
COc1cccc(C(=O)N2CCC3(CC2)OCC(C(=O)NC(C)C)N3C(=O)c2ccccc2C)c1 (stereo not given)	6	?	16%	-15%	?	0%	-11%
Cc1cc(C)n(CC(=O)N2CC[C@@H](n3c(=O)n(C)c4cccnc43)C2)n1	1	-9%	-4%	-1%	-25%	i	.
Cc1cccc(NC(=O)NCC2CCOCC2)c1C	23	3%	-11%	-1%	1%	-6%	-3%
Cn1cc(CN2CCn3c(nnc3[C@@H]3C[C@@H](O)CN3Cc3cccnc3)C2)c2ccccc21	2	?	26%	-12%[12.5 µM]	?	i	0%
COCCCNC(=O)C(NC(=O)c1ccc(F)cc1)C1CCN(C(=O)C2CC2)CC1 (stereo not given)	-5	-8%	-2%	5%	-19%	-4%	-9%
O=C(NCC1CCCO1)c1nnn2cc(-c3ccccc3)[nH]c(=O)c12 (stereo not given)	7	-5%	2%	9%	?	1%	6%
CCN(C1CCOCC1)C1CN(C(=O)C2CCC2)C1	0	-2%	2%	0%	4%	i	2%
CC(C)CNC(=O)c1cn2cc(-c3cccc(C(F)(F)F)c3)sc2n1	2	?	-5%	-25%	?	-3%	.
O=C(N[C@H]1CCN2C(=O)c3cc(-c4ccc(F)cc4F)ccc3NC(=O)[C@H]12)c1cnccn1	-8	-2%	-28%	-2%	?	-3%	-8%
COCCCNC(=O)c1cc2cc(S(=O)(=O)N3CCCCC3)ccc2n1C	11	.	22%	-9%	.	.	.
CN1CC(=O)N(C2CCCNC2)Cc2c1ncnc2N1CCCC(O)C1 (stereo not given)	-5	i	-3%	1%	i	i	.
O=C(Nc1ccc(F)cc1)C1CCN(c2nc3ccccc3nc2C(F)(F)F)CC1	4	.	-20%	-3%	.	.	.
COc1ccccc1C(=O)Nc1ccc(C(=O)OCc2cc(=O)n3ccsc3n2)cc1	1	.	?	11%	.	.	.
CN(C)C[C@@H]1CN(Cc2ccccn2)C[C@H]1NS(=O)(=O)c1cccc(C#N)c1	1	i	-17%	-7%	0%	i	5%
COC(=O)c1cc2occc2n1Cc1nc(-c2cccc(Cl)c2)oc1C	0	.	14%	-13%	.	.	.
Cc1nc(-c2ccc(S(=O)(=O)N(Cc3ccccc3)C(C)C)cc2)co1	7	.	?	6%	.	.	.
CN1CC(=O)N(C2CCC2)Cc2c1ncnc2N1CCCC1	-8	4%[172 µM]	-1%[87.6 µM]	1%[87.6 µM]	-13%[138 µM]	?	10%[172 µM]
Cn1cc(C(=O)Nc2ccc(C#N)cc2)c2ccccc2c1=O	-9	.	-17%	?	.	.	.
CCn1c(CN2CCCCC2)nc2cc(NC(=O)COc3ccc(C(C)(C)C)cc3)ccc21	-7	.	-11%	-8%	.	.	.

An excerpt from above in order of molar mass, low to high.
SMILES	IP6K1 inhibitor	HEK cytotox	SNCA expr inh	HEK293 viab	NIH3T3 tox	GPT2 inh	FLuc inh
Cc1cccc(NC(=O)NCC2CCOCC2)c1C	23	3%	-11%	-1%	1%	-6%	-3%
CN1CC(=O)N(C2CCC2)Cc2c1ncnc2N1CCCC1	-8	4%[172 µM]	-1%[87.6 µM]	1%[87.6 µM]	-13%[138 µM]	?	10%[172 µM]
Cn1cc(C(=O)Nc2ccc(C#N)cc2)c2ccccc2c1=O	-9	.	-17%	?	.	.	.
COCCCNC(=O)C(NC(=O)c1ccc(F)cc1)C1CCN(C(=O)C2CC2)CC1 (stereo not given)	-5	-8%	-2%	5%	-19%	-4%	-9%
CCn1c(CN2CCCCC2)nc2cc(NC(=O)COc3ccc(C(C)(C)C)cc3)ccc21	-7	.	-11%	-8%	.	.	.

Given as labelled records: part of the list above.
O=C(Nc1ccc(F)cc1)C1CCN(c2nc3ccccc3nc2C(F)(F)F)CC1
  IP6K1 inhibitor = 4
  HEK cytotox = .
  SNCA expr inh = -20%
  HEK293 viab = -3%
  NIH3T3 tox = .
  GPT2 inh = .
  FLuc inh = .
O=C(N[C@H]1CCN2C(=O)c3cc(-c4ccc(F)cc4F)ccc3NC(=O)[C@H]12)c1cnccn1
  IP6K1 inhibitor = -8
  HEK cytotox = -2%
  SNCA expr inh = -28%
  HEK293 viab = -2%
  NIH3T3 tox = ?
  GPT2 inh = -3%
  FLuc inh = -8%

Further records:
SMILES	IP6K1 inhibitor	HEK cytotox	SNCA expr inh	HEK293 viab	NIH3T3 tox	GPT2 inh	FLuc inh
COc1ccc(Cc2nc3ccc(C(=O)NCCc4ccccc4)cc3o2)cc1	10	.	44%[activator]	1%	.	.	.
COC(=O)c1cccc(NC(=S)N[C@H]2CO[C@H]3[C@@H]2OC[C@@H]3n2nnnc2Oc2ccc3c(c2)OCO3)c1	-4	?	-5%	-6%	?	-4%	3%
Cc1ccc(O)c(NC(=O)c2nc3nc(C)cc(C(F)F)n3n2)c1	12	.	21%	-3%	.	.	.
CCOC(=O)c1cc(-c2ccccc2)n(CCC(=O)NCc2ccccc2Cl)c1C	10	.	-2%	-3%	.	.	.
CN(CC1CCOC1)C(=O)NC1CCCCC1 (stereo not given)	0	16%	-8%	2%	-8%	4%	0%
COc1ccccc1N1CCN([C@@H]2[C@H](O)[C@H](CO)O[C@@H]2CNC(C)=O)CC1	16	-3%	13%	5%	-5%	i	-3%
CC(=O)NCCC(=O)N1Cc2ccccc2CC2(CCCCN2CC2CCNCC2)C1 (stereo not given)	-5	3%	24%	6%	i	i	.
CCCN1CCC2(Cc3ccccc3CN(C(=O)c3ccccc3)C2)C1 (stereo not given)	-14	?	-7%	0%	-15%	i	.
Cn1c(=O)cc(OCCCC(=O)Nc2ccc(F)cc2)c2ccccc21	-19	.	1%	15%	.	.	.
O=C1CN(C(=O)Nc2ccccc2C(F)(F)F)C(c2ccccc2)c2c(sc3c2CCCC3)N1 (stereo not given)	-4	.	?	?	.	.	.
NCc1cccc(-c2ccccc2F)c1	-13	-18%[172 µM]	-12%[87.6 µM]	1%[87.6 µM]	-27%[138 µM]	-1%[88.5 µM]	.
CC(C)NC(=O)Nc1ccc([C@H]2OCC(=O)N[C@@H]2CO)cc1	4	i	-16%[87.6 µM]	4%[87.6 µM]	i	0%[88.5 µM]	3%[172 µM]
CC(=O)Nc1ccccc1-c1nccc2c(=O)cc(N(C)C3CCOCC3)oc12	-9	i	4%[87.6 µM]	8%[87.6 µM]	?	0%[88.5 µM]	1%[172 µM]

By substructure, the entries above with a furan ring, fused or not (2)
SMILES	IP6K1 inhibitor	HEK cytotox	SNCA expr inh	HEK293 viab	NIH3T3 tox	GPT2 inh	FLuc inh
Cc1ccccc1NC(=O)Cn1c(=O)n(Cc2ccc3c(c2)OCO3)c(=O)c2oc3ccccc3c21	18	.	2%	4%	.	.	.
COC(=O)c1cc2occc2n1Cc1nc(-c2cccc(Cl)c2)oc1C	0	.	14%	-13%	.	.	.
